KB-3-1 tox: qHTS assay for MDR1-selective chemotherapeutics: Primary screen using the parental adenocarcinoma cell KB-3-1; KB-3-1 viability, CellTiter-Glo ATP luminescence, 72 h; Potency, µM (highest dose often 46.1 µM), for the others: at the highest dose activity change, negative = cytotoxic, usual class: cytotoxic; actives 1.4% (n = 400,000); also: potency is read from the fitted curve at half-maximal effect; % is scaled to controls: 0 for no effect and ±100 for the full control effect; nearly all actives have a fitted effect of over 60% in size
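Viability of parental KB-3-1 cells, measured by CellTiter-Glo luminescence, followed a 72 h incubation at 37 °C with pinned compounds in phenol-red-free DMEM containing 10% FBS.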
WRN inhibitor: qHTS for Inhibitors of WRN Helicase. WRN helicase unwinding, fluorescent forked duplex, kinetic. Potency, µM (series often up to 114 µM), for the others: at the highest dose activity change, negative = inhibition, most hits filed as inhibitors. actives 0.46% (n = 360,000). AID 651768, 2012; also: potency is read from the fitted curve at half-maximal effect; % is scaled to controls: 0 for no effect and ±100 for the full control effect; nearly all actives have a fitted effect of over 55% in size
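Kinetic fluorescence helicase assay: unwinding of a quenched forked DNA duplex (100 nM final) with 2 mM ATP final raises red fluorescence (525/598 nm). Compounds sat 15 min at room temperature with 20 nM WRN beforehand.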
KB-V1 MDR tox: qHTS assay for MDR1-selective chemotherapeutics: Primary screen using the drug-selected MDR subline cells KB-V1. KB-V1 MDR cells viability, CellTiter-Glo, 72 h. Potency, µM (titrated, usually from 46.1 µM), without a hit: at the highest dose activity change, negative = cytotoxicity, hits mostly cytotoxic. actives 3.4% (n = 400,000). AID 1347076, 2019; also: potency is read from the fitted curve at half-maximal effect; % is scaled to controls: 0 for no effect and ±100 for the full control effect; nearly all actives have a fitted effect of over 60% in size
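Compound-treated KB-V1 multidrug-resistant cells, 72 h, 37 degrees C; viability by CellTiter-Glo. Fitted qHTS curves give the values.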
MCF10A rerep: A quantitative high throughput screen for small molecules that induce DNA re-replication in MCF 10a normal breast cells; Potency, µM (titrated, usually from 46.1 µM), for inactives: at the top dose activity, positive = re-replication, actives largely listed as activators; actives 2.9% (n = 350,000); MCF 10A DNA re-replication, Hoechst nuclear intensity, 48 h; also: potency is read from the fitted curve at half-maximal effect; % of control where 0% means no effect; nearly all actives have a fitted effect of over 50% in size
HT1080 IDH1KD tx: qHTS for induction of synthetic lethality in tumor cells producing 2HG: qHTS for the HT-1080-IDH1KD cell line; HT-1080 IDH1 knockdown viability, ATP luminescence, 48 h; Potency, µM (series often up to 46.1 µM), for inactives: at the top dose activity, negative = toxicity, actives largely listed as cytotoxic; actives 2% (n = 360,000);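 also: potency is read from the fitted curve at half-maximal effect; 0% = DMSO wells and -100% = cell-free medium wells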
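Assay cells: HT-1080 with IDH1 knockdown, 750 per well, RPMI/5% FBS. Exposure: 48 h at 37 °C following 2 h pre-incubation. Read: CellTiter-Glo luminescence; fitted concentration-response, curve class assigned.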
SW480 rerep: A quantitative high throughput screen for small molecules that induce DNA re-replication in SW480 colon adenocarcinoma cells; SW480 DNA re-replication, Hoechst DNA content imaging, 48 h; actives 1.8% (n = 340,000); Potency, µM (series often up to 46.1 µM), for inactives: at the highest dose re-replication activation, hits mostly activators; also: potency is read from the fitted curve at half-maximal effect; % of control where 0% means no effect; nearly all actives have a fitted effect of over 55% in size
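Image-based DNA-content assay: after two days of treatment, nuclei were labelled with the DNA dye Hoechst and imaged, and hits were compounds raising the count of nuclei showing high fluorescence intensity.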
IL-1B inflam inh: qHTS for Inhibitors of Inflammasome Signaling: IL-1-beta AlphaLISA Primary Screen; THP-1 LPS/ATP IL-1B secretion, AlphaLISA, 16 h; hits give low values; activity change, % at 57.5 µM; actives 4.7% (n = 360,000); in the data active = activity change below about -50%; inconclusive = mostly about -30% to -49%; also: % is scaled to controls: 0 for no effect and ±100 for the full control effect
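THP-1 cells pretreated 1 hr with compounds (up to 57.5 uM final), then stimulated with LPS (250 ng/mL final) plus ATP (1.25 mM final); secreted IL-1B measured by AlphaLISA after 16 hr, decreased signal indicating inhibition.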
HT1080NT lethal: qHTS for induction of synthetic lethality in tumor cells producing 2HG: qHTS for the HT-1080-NT fibrosarcoma cell line; actives 1.6% (n = 360,000); Potency, µM (series often up to 46.1 µM), without a hit: at the top dose activity, negative = less viability, usual class: cytotoxic; AID 686970, 2013; HT-1080-NT fibrosarcoma viability, CellTiter-Glo ATP luminescence, 48 h;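 also: NT is the 2HG producing partner of a matched IDH1 knockdown line; potency is read from the fitted curve at half-maximal effect; 0% = DMSO-treated cells and -100% = media-only wells without cells; nearly all actives have a fitted effect of over 55% in size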
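Read-out is CellTiter-Glo luminescence after 10 minutes at room temperature, following 48 hours' compound treatment of HT-1080-NT cells (750 cells/well, RPMI, 5% FBS, 37 degrees C).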
ATXN2 expr inh: Primary qHTS for Inhibitors of ATXN expression. HEK-293 ATXN2-luciferase reporter, luminescence, 24 h. Potency, µM (titrated, usually from 57 µM), inactives show at the top dose activity change, negative = inhibition, actives largely listed as inhibitors. actives 0.72% (n = 360,000). AID 1745845, 2022; also: potency is read from the fitted curve at half-maximal effect; % is scaled to controls: 0 for no effect and ±100 for the full control effect; nearly all actives have a fitted effect of over 55% in size
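ATXN2-luciferase reporter cells (luciferase flanked by upstream and downstream ATXN2 gene portions) were treated 24 h at 37 °C with compounds at up to 57 uM. SteadyGlo luminescence gave expression; GF-AFC fluorescence gave viability.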
An asterisk follows results filed as active; ? = inconclusive; . = no result given; & = joins results of further samples; [ ] = remark or other dose. Unless noted, calls follow the shape of the dose curve; as a rule, active = well fitted curve in the direction sought with a large enough effect; inconclusive = small, poorly fitted or top-dose-only effect, or another doubt; inactive = no such curve, though single readings can be large; an effect the other way counts as inactive or inconclusive.

item	SMILES	KB-3-1 tox	WRN inhibitor	KB-V1 MDR tox	MCF10A rerep	HT1080 IDH1KD tx	SW480 rerep	IL-1B inflam inh	HT1080NT lethal	ATXN2 expr inh
1	CC(C)(CO)CNC(=O)CCc1nnc(CCCc2ccccc2)o1	9%	-1%	9%	-5%	-3%	-21%	-12	-4%	33%
2	O=C(Nc1cccc(S(=O)(=O)N2CCCCC2)c1)C1CC(=O)N(Cc2ccco2)C1 (stereo not drawn)	-4%	-9%	-19%	3%	5%	-1%	-7	-1%	3%
3	C=CCn1c(C)c(C(C)=O)c(N2CCN(C(c3ccccc3)c3ccccc3)CC2)nc1=S	-5%	-3%	?	-26%	2%	10%	-2	0%	?
4	Cn1c2ccc(F)cc2c2ncn(CC3CCCO3)c(=O)c21 (stereo not drawn)	0%	-3%	-15%	1%	10%	?	?	0%	.
5	O=C(CSc1cccc[n+]1[O-])C12CC3CC(CC(C3)C1)C2	-8%	6%	-3%	-5%	0%	4%	2	-1%	-11%
6	COc1ccc(-c2nnc(SC)n2C)cc1	0%	12%	0%	2%	-8%	-3%	-5	9%	16%
7	CC(C)Oc1cccc(C(=O)C2CCCN(C(=O)c3ccsc3)C2)c1 (stereo not drawn)	6%	-4%	-2%	2%	9%	-23%	4	0%	.
8	N#Cc1c(N)sc2c1CCCCCC2	?	-7%	2%	18%	0%	-2%	6	7%	-9%
9	CC1(C)Cc2cccc(OCC(=O)NCc3ccccc3F)c2O1	-7%	-1%	-28%	13%	-1%	-11%	82	15%	0%
10	O=C(c1ccc(N2CCCC2=O)cc1)N1CCN(c2ccccc2O)CC1	-17%	-5%[11.6 µM]	-27%	4%	0%	6%	-1	-1%	-5%
11	O=C(Nc1ccc(NC(=O)c2ccccc2O)cc1)Nc1ccc(F)cc1F	4%	-23%	5%	3%	-4%	-14%	0	0%	13%
12	COc1ccccc1C(=O)Nc1cccc(SC)c1	6%	-1%	-1%	18%	16%	1%	12	3%	37%[activator]
13	Cc1ccc(NC(=O)CNc2ccc(Cl)cc2F)cc1	12%	8%	-5%	-2%	0%	0%	3	-1%	-5%
14	CCNS(=O)(=O)c1ccc(NC(=O)c2ccc(Cn3cc(Br)cn3)o2)cc1	14%	-5%	0%	-1%	-6%	?	-16	-6%	-7%
15	CCc1ccc(-c2n[nH]c(=O)c3ccccc23)cc1	0%	-4%	4%	2%	0%	-2%	10	11%	9%
16	Cc1cc(NC(=O)CN2C(=O)/C(=C/c3ccc(C(C)C)cc3)SC2=S)no1	4%	2%	22%	.	12%	.	-6	5%	.
17	O=CN1Cc2[nH]c3ccccc3c2N(c2ccc(Cl)cc2)C1=O	-4%	0%	-10%	?	-14%	2%	1	-6%	0%
18	Cc1cccc(NC(=O)c2ccc(C3SCC(=O)N3CCc3ccccc3)cc2)c1C (stereo not drawn)	?	-2%	?	?	-8%	-3%	-68*	-6%	-19%
19	CC(=O)Nc1c(NC(=O)CC#N)[nH]c2c(c1=O)c(=O)n(C)c(=O)n2C	0%	3%	-1%	?	-6%	10%	10	12%	-2%
20	CC(=O)c1ccc(-c2ccc(/C=C(/Sc3n[nH]c(C)n3)C(=O)O)o2)cc1	22%	-11%	26%	?	-5%	-1%	29	-5%	2%

(continued)
item	SMILES	KB-3-1 tox	WRN inhibitor	KB-V1 MDR tox	MCF10A rerep	HT1080 IDH1KD tx	SW480 rerep	IL-1B inflam inh	HT1080NT lethal	ATXN2 expr inh
21	CC1C(=O)N2CCCc3cc(NC(=O)CC(C)(C)C)cc1c32 (stereo not drawn)	2%	-2%	-2%	-6%	5%	-3%	-2	1%	.
22	CCc1nc2c(OCc3ccc(Cl)cc3Cl)cccn2c1N(C)C(C)=O	-3%	8%	?	.	?	.	?	?	18µM*
23	O=C(C1CCCN(S(=O)(=O)c2ccccc2)C1)N1CCN(c2ccc(F)cc2)CC1 (stereo not drawn)	?	3%	-21%	9%	-15%	-2%	?	-3%	-24%
24	COCCCNC(=O)C[C@@H]1C[C@@]2(C(=O)OC)CCCCC=C2N(Cc2cccc3ccccc23)C1=O	-12%	12%	0%	.	8%	.	2	7%	-24%
25	O=C1N/C(=C/c2cccs2)C(=O)N1Cc1ccc(F)cc1	6%	-14%	-1%	3%	9%	0%	5	-1%	11%
26	O=C(COc1ccc(Cl)cc1Br)Nc1nnc(C2CC2)s1	2%	4%	-9%	-6%	8%	-13%	-19	4%	.
27	O=C(Nc1ccc(F)cc1)C(c1ccnc2ccccc12)N1CCN(c2cccc(C(F)(F)F)n2)CC1 (stereo not drawn)	?	-13%	?	.	?	.	2	?	.
28	O=S(=O)(/N=C(/c1ccccc1)N1CCOCC1)c1ccc(F)cc1	8%	8%	-26%	11%	15%	3%	-6	2%	4%
29	CC(=O)N1c2ccccc2C2(O)N=C(C)SC12 (stereo not drawn)	-2%	2%	?	3%	7%	-5%	0	10%	5%
30	Cc1ccccc1CNC(=O)c1csc([C@@H]2C[C@H](O)[C@@H](CO)O2)n1	0%	0%	5%	.	7%	.	3	20%	4%
31	COC(=O)c1cc2c(=O)n3ccccc3nc2n(Cc2cccnc2)c1=N	13%	3%	3%	?	9%	?	24	2%	1%
32	Cn1c(Cl)nc2ccccc21	2%	-5%	0%	-117%[0.0737 µM]	3%	0%	6	8%	10%
33	O=C(NC(=S)NCCN1CCOCC1)c1cccc(Cl)c1	19%	-13%	?	2%	?	-4%	4	25µM*	17%
34	Cn1cccc1/C=C(\C#N)c1ccccc1	-7%	-1%	18%	-13%	16%	-10%	?	10%	10%
35	CN(CC(=O)Nc1ccccc1Cl)C(=O)COC(=O)/C=C/c1ccc(C(F)(F)F)cc1	0%	15%	2%	5%	1%	-12%	1	-1%	5%
36	O=C(Nc1nnc(-c2ccc(F)cc2)s1)c1ccco1	10%	0%	0%	35%	16%	7%	-16	20%	33%
37	COc1ccc(-c2nnc(NC(=O)c3ccc(S(=O)(=O)N4COCC4(C)C)cc3)o2)cc1	?	-11%	?	18%[9.22 µM]	8.2µM*	?	25	?	?
38	CN(C)C=Nc1nonc1-c1ccc(Cl)cc1	3%	3%	8%	-2%	-2%	-8%	-8	1%	.
39	CCOC(=O)c1c(C)[nH]c(C)c1S(=O)(=O)NCC1CCN(Cc2ccccc2F)CC1	2%	-2%	9%	-3%	0%	-16%	-7	0%	.
40	CN1C=CC(=O)[C@@H](O)[C@H]1c1ccccc1Br	16%	-3%	0%	-14%	12%	-2%[9.22 µM]	14	12%	1%

From entry 1 up to 2, as listed above:
item	SMILES	KB-3-1 tox	WRN inhibitor	KB-V1 MDR tox	MCF10A rerep	HT1080 IDH1KD tx	SW480 rerep	IL-1B inflam inh	HT1080NT lethal	ATXN2 expr inh
1	CC(C)(CO)CNC(=O)CCc1nnc(CCCc2ccccc2)o1	9%	-1%	9%	-5%	-3%	-21%	-12	-4%	33%
2	O=C(Nc1cccc(S(=O)(=O)N2CCCCC2)c1)C1CC(=O)N(Cc2ccco2)C1 (stereo not drawn)	-4%	-9%	-19%	3%	5%	-1%	-7	-1%	3%

The list goes on.
item	SMILES	KB-3-1 tox	WRN inhibitor	KB-V1 MDR tox	MCF10A rerep	HT1080 IDH1KD tx	SW480 rerep	IL-1B inflam inh	HT1080NT lethal	ATXN2 expr inh
41	NC(=NCc1ccco1)NC(=O)c1ccccc1	2%	8%	1%	0%	-9%	-6%	-7	2%	.
42	Cc1cccc(NS(=O)(=O)c2cccc(C(=O)N3CC(C)OC(C)C3)c2)c1 (stereo not drawn)	-19%	7%	-1%	11%	0%	-2%	-4	7%	2%
43	Cc1noc(C)c1C(=O)OCC(=O)N(C)C1(C#N)CCCCC1	-3%	0%	-4%	10%	0%	?	9	-8%	.
44	O=C(NCc1ccccc1)c1ccc(S(=O)(=O)N2CCCCCC2)cc1	4%	-1%	?	.	0%	.	-25	-4%	.
45	Cc1ccc(O)c(Sc2cc(C)ccc2O)c1	-10%	-26%	6%	?	?	-7%	-5	?	-7%
46	CC(=O)Nc1ccc(C(=O)CSc2nnc(C)o2)cc1	-11%	-4%	17%	-3%	-3%	2%	-3	-1%	18%
47	CCn1cc(/C=C(\NC(=O)c2ccc(OC)cc2)C(=O)NCCCn2ccnc2)c2ccccc21	20%&-5%	-3%	54%&0%	.	-11%	.	?	-2%	-9%
48	Cc1cccc(C)c1N1CCN(c2n[nH]c(N)n2)CC1	10%	10%[57.1 µM]	4%	0%	15%	3%	20	-5%	0%
49	Cc1ccc(NC(=O)C(C)N=C2NS(=O)(=O)c3ccccc32)cc1F (stereo not drawn)	2%	-3%	14%	2%	0%	-69%[inhibitor]	-1	14%	38%[activator]
50	Cc1c(Cl)cccc1NC(=O)c1cc(C2CC2)on1	5%	-4%	-22%	0%	-2%	-5%	6	0%	58%[activator]
51	Cc1cc(=O)oc2cc(OCC(O)CN3CCN(c4ccccc4)CC3)ccc12 (stereo not drawn)	1%	0%	?	?	-5%	-2%	0	-5%	-4%

Source: PubChem BioAssay
